ERK EGF inh = qHTS Assay for Inhibitors of the ERK Signaling Pathway using a Homogeneous Screening Assay; Stimulation with EGF. HEK293-V1b, EGF-stimulated phospho-ERK AlphaScreen. Potency, µM (series often up to 11.5 µM), without a hit: at the top dose activity change, negative = inhibition, most hits filed as inhibitors. 0.41% of 130,000 active. AID 1454, 2008; active = well fitted inhibition curve with a large enough effect; inconclusive = small, poorly fitted or top-dose-only effect, or effect the other way;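 also: plate controls were stimulated vehicle wells for no effect and unstimulated vehicle basal for full effect; nearly all actives have a fitted effect of over 55% in size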
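Stably V1b-transfected HEK293 cells; 30 min compound, then EGF 25 nM final for 5 min at 37C; 10 min lysis; phospho-ERK by AlphaScreen after 5 hr beads at room temperature.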
Starred values were filed as active, the others as inactive; ? = inconclusive; & = joins results of further samples; [ ] = another dose, or the depositor's remark. Potency is read from the fitted curve at half-maximal effect. The list is partial, so the mix of outcomes need not match the whole.

canonical_smiles | ERK EGF inh
C/C(=N/NC(=O)C(=O)N/N=C(/C)c1ccccc1)c1ccccc1 | -30%
CCCC(=O)C1=C(O)C(C(=O)OC)C(C)(C)CC1=Nc1cccc2ccccc12 (centres undefined) | 6%
CN(C)S(=O)(=O)c1cccc(NC(=O)/C=C/c2ccccc2[N+](=O)[O-])c1 | -4%[57.5 µM]
CC(C)CN1CCN(Cc2cccc3nccnc23)CC1CCO (centres undefined) | -5%[57.5 µM]
Cc1ccccc1NC(=O)c1ccc(Cl)c(NC(=O)c2ccncc2)c1 | -4%
CCOC(=O)c1[nH]c2ccc(Br)cc2c1NC(=O)CCN1CCCC(C)C1 (centres undefined) | 1%
O=S(=O)(NC1CCCCC1Nc1ccccc1)c1ccccc1 (centres undefined) | 0%
Cc1cccc(N(C)c2cc(C)nc3nc(C)nn23)c1 | 8%
Cc1cc(C)cc(NC(=O)CSc2nnc(CN3CCOCC3)n2C)c1 | 4%
COCCN(C(=O)Nc1ccccc1)c1ccccc1C | 5%
COC(=O)c1ccc(C(/C=C/[C@@H](C)C(=O)N(C)C)NC(=O)OCc2ccccc2)cc1 (some centres undefined) | -5%
c1ccc(-c2cc3c(N4CCN(c5ncccn5)CC4)ncnc3s2)cc1 | ?
CCCn1nc(C(=O)Nc2nc3ccccc3[nH]2)c2ccccc2c1=O | -1%
O=C(NCc1ccccn1)[C@@H]1C[C@H]1[C@@H](NP(=O)(c1ccccc1)c1ccccc1)c1ccccc1 | -3%&-8%
Cc1ccc(S(=O)(=O)/N=C(\N)Nc2nc(C)c3ccccc3n2)cc1 | 2%
O=C(CN1C(=O)NC2NC(=O)NC21)NN=C1CCCC1 (centres undefined) | 2%
Cc1ccc(Oc2ncccc2C(=O)NCC(=O)O)cc1 | -1%[57.5 µM]
CC(C)CN(C(=O)COC(=O)c1ccc(-c2ccccc2)cc1)C1CCS(=O)(=O)C1 (centres undefined) | -7%
CCCS(=O)(=O)N1CCN(C(=O)COc2ccc(-c3ccccc3)cc2)CC1 | -5%
Cc1ccc(-n2nnc(-c3cccnc3Cl)n2)cc1 | -13%[57.5 µM]
O=S(=O)(Nc1ncccn1)c1ccc(NS(=O)(=O)c2cc(Cl)ccc2Cl)cc1 | -6%
O=C(NCC1CCCO1)c1ccc2c3n(nc2c1)-c1ccccc1CO3 (centres undefined) | -7%[57.5 µM]
O=C1NC(=O)/C(=C/c2ccc(OS(=O)(=O)c3ccc(F)cc3F)cc2)N1 | 2%[57.5 µM]
CCc1cccc(C)c1NC(=O)C1CCN(C(=O)c2ccc([N+](=O)[O-])cc2)CC1 | -8%
Cc1cc(Nc2ccc(F)c(Cl)c2)n2nc(C)nc2n1 | -3%
CCc1ccccc1NC(=O)CC1SCCNC1=O (centres undefined) | 0%
COc1ccccc1-n1cc(-c2ccc([N+](=O)[O-])cc2)[nH]c1=S | 11%[57.5 µM]
Nc1nc(-c2ccc3c(c2)CCO3)cs1 | 10%
Cc1nccn1-c1c([N+](=O)[O-])c(=O)n(C)c2ccccc12 | -1%[57.5 µM]
Cc1nc(N)nc(N/N=C/c2ccccc2)n1 | 6%[57.5 µM]

Exported with values ahead of the structure: 6 of the compounds above.
ERK EGF inh	Structure
-8%	CCc1cccc(C)c1NC(=O)C1CCN(C(=O)c2ccc([N+](=O)[O-])cc2)CC1
-6%	O=S(=O)(Nc1ncccn1)c1ccc(NS(=O)(=O)c2cc(Cl)ccc2Cl)cc1
-3%	Cc1cc(Nc2ccc(F)c(Cl)c2)n2nc(C)nc2n1
-1%[57.5 µM]	Cc1nccn1-c1c([N+](=O)[O-])c(=O)n(C)c2ccccc12
-7%[57.5 µM]	O=C(NCC1CCCO1)c1ccc2c3n(nc2c1)-c1ccccc1CO3 (centres undefined)
11%[57.5 µM]	COc1ccccc1-n1cc(-c2ccc([N+](=O)[O-])cc2)[nH]c1=S

Other records:
canonical_smiles | ERK EGF inh
CCOc1ccccc1NC(=O)c1cccc(NC(=O)C(C)C)c1 | -1%
COCCN(C(=O)c1ccccc1F)c1c(N)n(Cc2ccccc2)c(=O)[nH]c1=O | 6%
N#Cc1ccc(CN2CC[C@@]3(CCCN(C(=O)c4cnccn4)C3)C2)cc1 | -16%
CCn1cc(C(=O)N2CC(C)CC(C)C2)c(=O)c2cc(S(=O)(=O)N(C)C)ccc21 (centres undefined) | -17%[57.5 µM]
COP1(=O)C=C[C@H](N(Cc2ccccc2)S(=O)(=O)c2ccccc2[N+](=O)[O-])[C@@H](C)O1 (some centres undefined) | -7%[57.5 µM]
O=C(CN1CCN(c2ccc(C(F)(F)F)cn2)CC1)Nc1ccc2c(c1)OCO2 | 2%[57.5 µM]
C=CCNC(=O)NC(=O)COC(=O)CNS(=O)(=O)c1ccc(F)c(F)c1F | 3%
COc1ccc(CCNC(=O)NC2CCCCC2)cc1 | 4%
CCc1ccc(OCC(=O)N/N=C(\C)c2ccccc2OC(F)F)cc1 | -2%
CCCOC(=O)c1ccc(Oc2cn[nH]c2-c2ccc(O)cc2O)cc1 | 10%[57.5 µM]
COc1ccc(C(=O)OCn2nnc3ccccc3c2=O)cc1[N+](=O)[O-] | -2%
C=C(C)C(=O)Nc1cccnc1Oc1ccc(F)cc1 | 1%[57.5 µM]
Cc1ccc(CNC(=O)[C@H](C)[C@@H]2C[C@@]2(C)[C@@H](NC(=O)OCc2ccccc2)c2ccccc2)o1 | 8%
CCn1c(=NC(=O)c2ccc(S(=O)(=O)N(C)C)cc2)sc2cccc(OC)c21 | -3%
O=C(Nc1ccc(NC(=O)c2ccco2)c(Cl)c1)c1ccccc1 | -1%
CC(C)(C)c1ccc(/C=C/C(=O)c2ccc(NC3=NCCCS3)cc2)cc1 | 27%
CN(CC(=O)N1CCN(Cc2ccccc2)CC1)S(=O)(=O)c1cccc2nsnc12 | -4%[57.5 µM]
O=C(c1ccc(Cn2c(=S)[nH]c3ccc(N4CCOCC4)cc3c2=O)cc1)N1CCC(N2CCCCC2)CC1 | 2%
CCOC(=O)/C=C1\SCC(=O)N1CC(=O)NCCc1ccc(F)cc1 | -5%
CC1CCCCN1S(=O)(=O)c1cn(C)c(=O)n(C)c1=O (centres undefined) | -5%[57.5 µM]
O=C(Cc1cccc2ccccc12)N1CCN(c2ncccn2)CC1 | 8%
COC1OC(CO)C(OC2OC(C(=O)O)C(OC3OC(COS(=O)(=O)O)C(OC4OC(C(=O)O)C(OC5OC(CO)C(OC6OC(C(=O)O)C(OC7OC(COS(=O)(=O)O)C(OC8OC(C(=O)O)=C[C@H](O)C8OS(=O)(=O)O)C(O)C7NC(C)=O)[C@@H](O)C6O)C(O)C5NC(C)=O)[C@@H](O)C4O)C(O)C3NC(C)=O)[C@@H](O)C2O)C(O)C1NC(C)=O (some centres undefined) | 26%
O=S(=O)(c1ccc(NC(=S)Nc2ccc3c(c2)OCO3)cc1)N1CCOCC1 | -3%
O=[N+]([O-])c1ccc(-c2csc(N/N=C/c3cccnc3)n2)cc1 | -10%
C/C(=N/NC(=O)CNC(=O)c1cccnc1)c1ccco1 | 0%[57.5 µM]
COc1ccc(NC(=O)c2nc(C)n(-c3ccc([N+](=O)[O-])cc3)n2)cc1 | -4%
N#C/C(=C(/O)COc1ccccc1)c1nnc2n1CCCCC2 | 23%
O=C(CCN1C(=O)COc2ccccc21)NCc1cccnc1 | -6%
C=CCOC(=O)/C(=C/c1cccc2ccccc12)NC(=O)c1ccccc1 | 6%
CC(=O)c1ccc(NC(=O)Nc2ccncc2)cc1 | 0%
O=C(NN1C(=O)C2C3C=CC(C4CC34)C2C1=O)c1ccc(Br)cc1 (centres undefined) | 1%
CC(C)c1ccc(NC(=S)Nc2ccc3cn[nH]c3c2)cc1 | 28%
Brc1ccccc1/C=N/Nc1ccccn1 | -4%
CCOCCCNC(=O)c1cc(Sc2ccc(C)cc2)nc2ccccc12 | 7%
CCOc1ccc(OCC)c(S(=O)(=O)NCCCN2CCOCC2)c1 | 19%
CCOc1ccc(Nc2ccnc3cc(Cl)ccc23)cc1 | 4%[57.5 µM]
Cn1ncc2c(Nc3ccc(Br)cc3)nc(Nc3ccc(Br)cc3)nc21 | ?
CCOC(=O)CN1N=C(/C=C/c2ccc(C(C)C)cc2)CCC1=O | -4%
Fc1ccc(COc2cccc(-c3n[nH]c(=S)o3)c2)cc1 | -17%[57.5 µM]
CCN(Cc1ccncc1)Cc1nc(CC2CC2)no1 | 0%
Cc1cnc(SCc2cnc(C)nc2N)nc1 | -6%
CC(=O)N/C(=C\c1ccc(F)cc1)C(=O)OC(C)C | -2%
O=C(/C=C1\NC2(CCCC2)Cc2ccccc21)C(=O)N/N=C/c1ccccc1O | 7%
NC(=O)N/N=C/C=C/c1ccc(F)cc1 | 3%[57.5 µM]
COc1ccc2nc(N3CCCCC3)c(/C=C3\SC(=S)NC3=O)cc2c1 | 0%[57.5 µM]
CCOc1ccc(N2C(=O)CN(CC(=O)OC)C2=S)cc1 | -2%
CN1CCC(Oc2ccccc2Sc2ccc(C(F)(F)F)cc2)CC1 | 3%
O=C(Nc1c2n(c(=S)n(-c3ccccc3)c1=O)CCCCC2)c1ccccc1 | -15%
COc1ccc(-c2noc(Cc3ccc(Cl)cc3)n2)cc1OC | 1%
Cc1cccn2cc(CSc3nnc(Nc4ccc(C(C)C)cc4)s3)nc12 | -2%

The list continues.
canonical_smiles | ERK EGF inh
O=C(Nc1nnc(COc2ccc(F)cc2)s1)c1ccco1 | 5%[57.5 µM]
CC(=O)/C(C#N)=C1\NC(=O)C(Cc2ccc(C)c(Cl)c2)S1 (centres undefined) | -5%[57.5 µM]
COCCn1c(SCC(=O)N2CC(=O)Nc3ccccc32)nc2ccccc21 | 5%
CC(C)CC1(C)NC(=O)N(CC(=O)Nc2ccc3c(c2)CCC3)C1=O (centres undefined) | -4%
CCCOc1ccc(C(CC(=O)O)NC(=O)c2sc3ccccc3c2Cl)cc1 (centres undefined) | 4%
Nc1ccc2c(c1)OC1(CCCCC1)O2 | -1%
FC(F)(F)c1ccc(Sc2n[nH]c(C(F)(F)F)n2)nc1 | -12%[57.5 µM]
CC1=Nc2ccc(C)cc2/C1=C/c1c(N)n2c(S(=O)(=O)C(C)C)nsc2nc1=O | 8%
Oc1cc2c(cc1O)[C@H](c1ccccc1)CNCC2 | 6%
Cc1cc(C(=O)COC(=O)CNC(=O)c2ccco2)c(C)n1Cc1ccco1 | -14%
O=C(Nc1ccccc1C(F)(F)F)N1CCCC1c1cccnc1 (centres undefined) | -10%[57.5 µM]
O=C(N/N=C/c1ccco1)C1CC1 | 2%
CSc1nc(-c2ccco2)cc(C(F)(F)F)c1C#N | -5%
CCOc1ccc(CN(C)C(=O)c2cccnc2SC)cc1OC | -37%
COC(=O)C1=C(C)N(Cc2ccccc2)C(=O)N[C@H]1c1cccs1 | 15%[57.5 µM]
CC(=O)c1c(O)c2ccccc2n(C)c1=O | 5%
Cc1[nH]nc(SCC(=O)Nc2ccc(C#N)cc2)c1[N+](=O)[O-] | 7%
CC(=O)c1ccc(S(=O)(=O)Nc2cc3c(cc2C(C)=O)OCO3)cc1 | 1%
CCOc1ccc(C(=O)N/N=C/c2cc([N+](=O)[O-])cs2)cc1 | -15%
C/C(=N\Nc1ncc(Cl)cc1Cl)c1ccc2c(c1)OCO2 | 4%
Cc1ccccc1NC1=NC(=S)N(c2ccccc2)C12CCCCC2 | -8%
O=C(CSCc1nc2ccccc2[nH]1)Nc1ccc(Oc2ccccc2)cc1 | 4%
CCn1c(SCC(=O)N/N=C\c2ccccc2OCC(=O)O)nnc1-c1ccc(Cl)cc1 | 0%[57.5 µM]
O=C(OCC(=O)c1ccccc1Cl)c1cnccn1 | 5%
CCOP(=O)(c1ccccc1)C(O)c1ccc(Br)cc1 (centres undefined) | -6%
Cc1nnsc1C(=O)Nc1ccc(Cl)cc1 | 6%
COc1ccc(NC(=O)O/N=C/c2ccccc2Cl)cc1 | 3%[57.5 µM]
Cc1ccc(-c2csc(Nc3ccc(C(=O)O)cc3)[n+]2Cc2ccccc2)cc1 | -12%
CC(C)/C=C/C(=O)N1CCC(N2CCC(C(=O)N3CCOCC3)CC2)CC1 | -10%
N#Cc1ccc(OCC(=O)N/N=C2/CC(c3ccccc3)Oc3ccccc32)cc1 (centres undefined) | -2%
O=C(NCc1ccncc1)C1CCCN(S(=O)(=O)Cc2ccccc2)C1 (centres undefined) | -4%
Cc1ccc(-c2nc3cc(Br)cnc3nc2-c2ccc(C)cc2)cc1 | ?
Cc1occc1C(=O)N/N=C/c1ccccc1[N+](=O)[O-] | 5%[57.5 µM]
CCOC(=O)NC(NC(=S)Nc1ccc(OCC)cc1)C(Cl)(Cl)Cl (centres undefined) | 9%
O=C1CC2(CCCC2)C(=O)N1c1ccc(S(=O)(=O)NCC2CC2)cc1Cl | -6%[57.5 µM]
CCC(C)OC1OC(CO)C(O)C(O)C1NC(C)=O (centres undefined) | 5%
Oc1c(Br)cc(Br)cc1/C=N/N1CCN(Cc2ccccc2)CC1 | 0%
N#C/C(=C/c1ccncc1)c1nc2ccccc2s1 | 5%
Cc1c2n(c3ccccc13)CC/C2=N\O | 8%[57.5 µM]
CCC1=C2CC[C@H]3C(=O)NC(=O)[C@H]3[C@H]2[C@@]2(C)C(=O)N(CC3CC3)C(=O)N2C1=O | -1%

High-throughput results as filed in PubChem.
